Bioassay records deposited in PubChem by several laboratories.
KCNK9 inh: inhibitors of human KCNK9 two-pore domain potassium channel; Q9NPC2; HEK293 KCNK9, FluxOR thallium flux fluorescence; hits give low values; B-score at 10 µM; 1.2% of 310,000 active;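 active = ratio B-score over 3 SD below the library mean, with starting fluorescence within 5 SD of its mean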;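 note: negative B-score means less thallium flux so channel inhibition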
PolyA inh: blocks polyadenylation in yeast reporter cells; 0.02% of 300,000 active; calls only at 12 µM; S. cerevisiae SKY197-pL101 polyadenylation reporter, beta-gal luminescence; efflux-impaired pdr1/pdr3 knockout yeast; score 100 = 6 SD above DMSO;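 active = lowest replicate activity score at least 50, where 100 means six control SD above control mean; inconclusive = lowest score under 50 but half or more replicates reach 50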;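 note: yeast exposed to compound for 9 h at 30 °C; higher score means more reporter readthrough which indicates perturbed polyadenylation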
HDAC3 inhib: human HDAC3 inhibition. O15379. AID 2718. recombinant HDAC3, fluorogenic peptide/trypsin coupled, fluorescence. 0.15% of 320,000 active. inhibition, % at 8.3 µM; in the data active = inhibition above about 26%, passing the limit was not always enough; inconclusive = no clear call, values can overlap the other calls
KCNQ1 block: human KCNQ1 channel inhibition. 1.3% of 310,000 active. CHO-K1 KCNQ1, FluxOR thallium flux fluorescence; hits give high values. B-score at 10 µM. P51787;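 active = compounds whose thallium flux B-score, printed positive for inhibition, exceeds three library SD while starting fluorescence stays within three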;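 note: channel opened by potassium depolarization with thallium stimulus after 20 min compound exposure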
GSK3 alpha inh: inhibitors of human GSK-3 alpha kinase | AID 2650 | ADP-Glo luminescence, 60 min | P49840 | 0.1% of 320,000 active | inhibition, % at 10 µM;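 in the data active = inhibition above about 50%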;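 note: GST-tagged GSK-3 alpha with peptide substrate and 25 µM ATP; 0% = DMSO neutral wells and 100% = GW8510 positive control wells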
Target sequence (P49840 whole entry, looked up): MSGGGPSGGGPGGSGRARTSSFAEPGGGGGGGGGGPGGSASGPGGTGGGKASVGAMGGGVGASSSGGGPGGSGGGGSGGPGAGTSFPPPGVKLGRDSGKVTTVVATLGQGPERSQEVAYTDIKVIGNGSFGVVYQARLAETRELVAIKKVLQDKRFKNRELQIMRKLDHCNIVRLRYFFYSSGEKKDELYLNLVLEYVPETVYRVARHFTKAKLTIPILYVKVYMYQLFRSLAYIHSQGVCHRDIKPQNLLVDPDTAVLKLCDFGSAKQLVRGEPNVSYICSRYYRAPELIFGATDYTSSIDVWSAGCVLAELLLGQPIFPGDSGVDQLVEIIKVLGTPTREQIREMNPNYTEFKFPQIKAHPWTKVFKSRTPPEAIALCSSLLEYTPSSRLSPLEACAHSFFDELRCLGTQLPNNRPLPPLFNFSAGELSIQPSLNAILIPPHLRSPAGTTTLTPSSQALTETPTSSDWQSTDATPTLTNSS
hERG rescue: hERG (human) protection from proarrhythmic block; CHO-hERG, FluxOR thallium flux, dofetilide IC70 present; 0.51% of 310,000 active; AID 1511; activation (rescue from dofetilide block), less the hit threshold, % at 10 µM; Q12809;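 active = activation above the mean of controls blocked by dofetilide plus 5 SD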;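 note: thallium influx through hERG after potassium depolarization seen as dye fluorescence rise; in these data hits start at about 4.7%; inactives centre near -7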
RGS4 act: potentiators or activators of RGS4 | HEK293 M3R/inducible RGS4, carbachol calcium flux Fluo4; hits give low values | B-score at 10 µM | 0.92% of 310,000 active | AID 463111;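 active = B-score of the integrated calcium signal more than 4 SD below the library mean, with starting fluorescence not abnormally high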;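 note: negative B-score means reduced calcium response which marks RGS4 activation or potentiation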
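test system = HEK293 cells with stable M3R and inducible RGS4 | schedule = recording 10 s baseline at 1 Hz, 100 s post-agonist | technique = Fluo4-AM (2 µM) calcium-flux fluorescence, kinetic read | measure = Agonist-evoked peak-minus-minimum fluorescence over baseline, integrated ratio, B score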
GSK3beta inhib: blocks human GSK3beta kinase activity; P49841; GST-GSK3beta kinase, ADP-Glo luminescence, 60 min; hits give low values; activity score (negative = inhibition), % at 10 µM; 0.038% of 300,000 active; AID 2097;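 active = more than half of replicate wells score below -50%, meaning over 50% inhibition versus plate controls; inconclusive = some replicates but at most half score below -50%; inactive = no replicate scores below -50%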;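 note: 0% = median DMSO wells and -100% = median GW8510 positive control wells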
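Test system – GST-tagged human GSK3beta kinase, cell-free · Incubation – 60 min enzyme reaction, room temperature · Signal – ADP-Glo luminescence · Also added – peptide substrate and ATP at 25 µM · Controls – DMSO neutral wells and GW8510 at 20 µM as positive · Buffer or medium – Tris/MgCl2 kinase buffer · Measure – Luminescence-derived activity versus plate DMSO and GW8510 wells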
Dyrk1A ADPGlo: blocks rat Dyrk1A kinase activity; ADP-Glo luminescence, NFATc1 peptide; AID 504441; 0.43% of 310,000 active; inhibition, % at 12.5 µM; Q63470; in the data active = inhibition above about 50%;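 note: plate controls were vehicle with enzyme for no effect and no enzyme for full effect; many of its hits are not listed in these tables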
KCNK3 inh: human KCNK3 channel inhibition, primary screen; AID 602410; B-score at 10 µM; 0.84% of 340,000 active; O14649; CHO-KCNK3 thallium flux, FluxOR fluorescence; hits give low values;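 active = B-score under library mean minus 4 SD, starting fluorescence ratio at most library mean plus 5 SD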;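 note: more negative B-score means stronger inhibition of thallium flux through KCNK3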
Target sequence (O14649 whole entry, looked up): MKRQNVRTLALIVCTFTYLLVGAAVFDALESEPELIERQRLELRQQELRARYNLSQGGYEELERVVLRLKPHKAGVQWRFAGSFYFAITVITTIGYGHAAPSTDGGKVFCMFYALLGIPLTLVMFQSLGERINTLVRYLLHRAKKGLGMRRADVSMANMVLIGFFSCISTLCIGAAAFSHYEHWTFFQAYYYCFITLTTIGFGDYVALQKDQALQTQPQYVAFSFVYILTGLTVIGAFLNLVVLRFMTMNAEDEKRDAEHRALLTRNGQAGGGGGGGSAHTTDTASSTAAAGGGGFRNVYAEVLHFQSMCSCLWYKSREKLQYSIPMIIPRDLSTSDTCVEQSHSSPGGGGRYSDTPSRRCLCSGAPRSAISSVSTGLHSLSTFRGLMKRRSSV
KCNQ1 act: potentiators or activators of human KCNQ1 potassium channel | B-score at 10 µM | P51787 | CHO-K1 KCNQ1, thallium flux FluxOR fluorescence; hits give high values | 0.35% of 310,000 active;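 active = fluorescence ratio B-score, a plate-corrected score, at least three library SD, with initial intensity B-score within 5 SD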
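Test system: CHO-K1 cells stably expressing KCNQ1 / Medium: assay buffer / Also added: depolarizing K+/Tl+ stimulus, K2SO4 and Tl2SO4 each 12.5 mM in 5x stock / Incubation: 90 min dye loading and 20 min compound exposure, both at room temperature / Signal: thallium influx via FluxOR fluorescence, kinetic imaging / Evaluation: B score of baseline-normalized fluorescence ratio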
The depositor's hits bear a star; i = inactive; ? = inconclusive; / = not tested or not shown. These rows are one share of the data (hit frequency here may not be typical).

SMILES	KCNK9 inh	PolyA inh	HDAC3 inhib	KCNQ1 block	GSK3 alpha inh	hERG rescue	RGS4 act	GSK3beta inhib	Dyrk1A ADPGlo	KCNK3 inh	KCNQ1 act
CC1CCc2c(C(=O)Nc3nccs3)csc2C1 (centres undefined)	i	i	3.2	i	8.3	-10.8	i	-3.0	-0.6	i	i
Cn1cc([N+](=O)[O-])c(C(=O)NCc2cc3cc(Cl)ccc3[nH]2)n1	i	i	2.1	i	-2.0	3.1	i	-0.4	-6.9	i	i
CCCCNc1nc2ccccc2nc1NS(=O)(=O)c1cccs1	i	i	-3.3	i	13.9	-5.8	i	-3.0	-0.6	i	i
Cc1ccc(N/N=C/c2ccc(N3CCOCC3)cc2)cc1C	i	i	-4.8	i	1.7	-12.5	i	4.7	3.4	i	i
Cc1cc(C(=O)NN)c(C)o1	i	i	1.6	i	-0.5	1.1	i	2.2	-3.0	i	i
O=C(COc1c(Cl)cc(Cl)cc1Cl)c1ccc(Cl)cc1	i	i	-4.1	i	-0.9	-6.4	i	1.4	2.5	i	i
Cc1ccc(C(=O)N/N=C\c2ccc(OC(=O)c3cccs3)cc2)cn1	i	i	-4.6	i	-2.3	-6.1	i	-2.3	-1.0	i	i
CCOC(=O)c1ccccc1NC(=O)c1ccc(N(C)S(C)(=O)=O)cc1	i	i	2.8	i	0.5	-6.6	i	-2.6	27.6	i	i
CC(=O)c1cccc(N(C(=O)CNC(=O)c2ccco2)C(C(=O)NCc2ccco2)c2ccccc2)c1 (centres undefined)	i	i	-0.5	i	-0.9	-16.7	i	0.1	0.9	i	i
COC(=O)c1cc(NC(=O)Cc2ccc(OC)c(OC)c2)cc(C(=O)OC)c1	i	i	-0.6	i	-0.7	-8.0	i	0.0	-4.0	i	i
C/C(CC(=O)Nc1ccc(C)cc1C)=N\NC(=O)C(C)C	i	i	-4.2	i	-1.8	-10.1	i	1.9	-1.4	i	i
COc1ccccc1CNC(=O)COC(=O)COc1ccccc1Cc1ccccc1	i	i	6.3	i	-2.5	-13.0	i	2.0	4.8	i	i
COc1ccc(-n2c(Cc3ccccc3)nnc2SCC(=O)N2CCCc3ccccc32)cc1	i	i	-1.1	i	-3.3	-2.9	i	3.3	-4.2	-12.5*	i
CSc1nnc(C)c(=O)n1COC(=O)COc1ccccc1	i	i	10.5	i	-0.3	-2.2	i	-1.1	-1.4	i	i
CCN(CC)C(=O)N1CCN(C(=O)c2ccc(C)cn2)CC1	i	i	8.6	i	0.6	-7.0	i	0.7	6.7	i	i
O=C(N/N=C/c1cc(Br)ccc1O)Nc1ccccc1	i	i	0.4	i	0.8	-10.9	i	1.5	-2.4	i	i
Cc1ccc(S(=O)(=O)NNC(=O)C(O)(c2ccccc2)c2ccccc2)cc1	i	i	-5.6	i	2.0	-5.2	i	2.3	-0.8	i	i
CCOc1ccc(Br)cc1C1C(C(=O)OC)=C(N)Oc2cc(N(C)C)ccc21 (centres undefined)	i	i	14.9	i	-1.5	-7.0	-9.21*	0.4	-4.2	i	i
CC1Oc2ccccc2N(CC(=O)Nc2ccc3c(c2)OCCO3)C1=O (centres undefined)	i	i	1.8	i	-5.2	-10.1	i	3.4	3.1	i	i
COc1ccc(OC)c(NC(=O)c2ccc(S(=O)(=O)N3CCN(C)CC3)cc2)c1	i	i	1.7	i	-0.3	-13.7	i	1.0	2.6	i	i
O=C(CCS(=O)(=O)c1ccc2c(c1)NC(=O)CO2)NCCc1ccccc1	i	i	?	i	9.1	-1.0	i	-4.1	5.1	i	i
COc1cccc(-n2c(=O)c3sccc3n(CC(=O)NC3CCCCC3)c2=O)c1	i	i	2.6	i	-0.8	-3.1	i	-1.8	-0.9	i	i
CSc1ccccc1OCc1cc(C(=O)N(C)Cc2c(C)n[nH]c2C)no1	i	i	0.3	i	-0.4	-15.3	i	4.6	3.1	i	i
Cc1ccc(C(=O)CCC(=O)Nc2ccc(Cl)c(S(=O)(=O)Nc3cccc(Cl)c3)c2)cc1	i	i	-0.5	i	0.2	-4.4	i	4.0	0.6	i	i
Cc1sc2ncn(CC(=O)NCCN3CCOCC3)c(=O)c2c1S(=O)(=O)N1CCC(C)CC1	i	i	?	i	1.9	2.5	i	-1.3	1.7	i	i
More records.
SMILES	KCNK9 inh	PolyA inh	HDAC3 inhib	KCNQ1 block	GSK3 alpha inh	hERG rescue	RGS4 act	GSK3beta inhib	Dyrk1A ADPGlo	KCNK3 inh	KCNQ1 act
O=C(NCc1ccc(F)cc1)C(=O)NCC1OCCN1S(=O)(=O)c1ccc2c(c1)OCCO2 (centres undefined)	i	i	5.9	i	-2.8	-11.8	i	3.3	5.4	i	i
O=C(CCSCc1cccc(F)c1)NCc1ccc(F)cc1	i	i	-0.1	i	-3.7	-0.9	i	-2.5	-5.4	i	i
O=[N+]([O-])c1ccccc1/C=N/n1c(COc2ccccc2)n[nH]c1=S	i	i	5.6	i	8.9	-12.0	i	-20.1	-1.5	i	i
CCOCC(=O)Nc1ccc(-c2cn3cccnc3n2)cc1	i	i	-199.2	i	/	-9.8	i	8.9	1.8	i	i
O=C(CCn1c(=O)sc2ccccc21)NCc1ccco1	i	i	-2.6	i	-3.8	-8.8	i	3.7	23.2	i	i
CCOc1ccc(/C=N/NS(=O)(=O)c2ccc(C)cc2)cc1OC	i	i	-3.8	i	-0.7	-13.1	i	1.9	15.0	i	i
Cc1ccc(S(=O)(=O)N(C)C)cc1NC(=O)C1CCCCC1	i	/	0.5	i	-0.8	-6.8	i	-4.8	-6.4	i	i
COc1ccccc1C1NC(=O)NC(C)=C1C(=O)OC1CCCCC1 (centres undefined)	i	i	-5.3	i	-0.3	-6.0	i	6.6	-1.2	i	i
CS(=O)(=O)N(CCc1ccccc1)CC(N)=O	i	i	-5.8	i	-1.5	-0.2	i	2.2	-12.6	i	i
CC(=O)Nc1ccc(C(=O)OC2CCOC2=O)cc1 (centres undefined)	i	i	-2.8	i	-1.8	-10.4	i	-2.6	0.8	i	i
COc1ccc(CN2C(=O)CN=C2Nc2cc(C)ccc2C)cc1	i	i	-4.0	i	-3.8	-5.5	i	-0.1	-4.2	i	i
CCS(=O)(=O)N1CCN(c2ccc([N+](=O)[O-])c(NCc3cccnc3)c2)CC1	i	i	6.9	i	3.1	-9.8	i	2.3	0.3	i	i
CCCCOC(=O)Cn1c(=O)c2c(nc3n2CCCCN3c2ccc(C)cc2)n(C)c1=O	i	i	6.5	i	0.0	-11.7	i	1.6	0.7	i	i
COc1ccc(N(CC(=O)NCc2cccs2)S(=O)(=O)c2cccnc2)cc1	i	i	3.0	i	/	-12.4	i	-1.0	2.9	i	i
COc1ccc(S(=O)(=O)Nc2ccc(C(N)=O)cc2)cc1C(=O)N1CCCCCC1	i	i	-7.4	i	-1.7	-1.8	i	1.6	-7.4	i	i
CCc1cc2c(=O)c(-c3nc4ccccc4n3C)coc2c(CN2CCCCC2C)c1O (centres undefined)	i	i	/	i	/	-4.1	i	-0.1	-1.2	i	i
CCc1nc2ccccc2n1CCc1ccccc1	i	i	-0.5	i	-1.0	-5.2	i	1.8	4.2	i	i
COc1cc(NC(=O)Cc2ccc([N+](=O)[O-])cc2)c(C(=O)O)cc1OC	i	i	4.6	i	-3.2	-5.8	i	0.1	-1.0	i	i
CCOC(=O)c1c(CN2CCCCC2C)oc2ccc(OC)cc12 (centres undefined)	i	i	-1.1	i	0.3	-9.5	i	-6.9	1.5	i	i
Cc1cccc(NCC(=O)N/N=C\c2ccccn2)c1	i	i	1.7	i	0.0	-7.5	i	0.5	2.1	i	i
Cc1cc(C)cc(-n2c(=O)c3ccccc3n(CC(=O)NCC3CCCO3)c2=O)c1 (centres undefined)	i	i	5.8	i	-2.1	-7.7	i	/	-3.6	i	i
COc1cccc(NCCC(=O)c2cccc([N+](=O)[O-])c2)c1	i	i	-1.9	i	-1.5	-2.9	i	3.8	/	i	i
Cc1nnc(NC(=O)CCS(=O)(=O)c2ccccc2)s1	i	i	-0.7	i	1.2	-4.1	i	-2.0	0.1	i	i
Cc1ccc(N(CCC#N)C(=O)CN2C(=O)NC(Cc3ccccc3)C2=O)cc1 (centres undefined)	i	i	-3.0	i	16.1	-3.2	i	-1.3	-6.7	i	i
CCc1c(C)sc(NC(=O)OC)c1C(=O)N1CCCCC1	i	i	-0.7	i	/	-9.2	i	-0.9	2.6	i	i
CC(C)CNC(=O)c1ccccc1SCC(=O)NC12CC3CC(CC(C3)C1)C2	i	i	2.1	i	-0.1	-6.5	i	1.5	2.6	i	i
Cc1ccc(NC(=S)NC(=O)C2CC2)cc1Cl	i	/	8.9	i	/	-12.3	i	-2.8	5.7	i	i

Exported in markdown: part of the list above
| Compound | KCNK9 inh | PolyA inh | HDAC3 inhib | KCNQ1 block | GSK3 alpha inh | hERG rescue | RGS4 act | GSK3beta inhib | Dyrk1A ADPGlo | KCNK3 inh | KCNQ1 act |
| --- | --- | --- | --- | --- | --- | --- | --- | --- | --- | --- | --- |
| O=C(NCc1ccc(F)cc1)C(=O)NCC1OCCN1S(=O)(=O)c1ccc2c(c1)OCCO2 (centres undefined) | i | i | 5.9 | i | -2.8 | -11.8 | i | 3.3 | 5.4 | i | i |
| O=C(CCSCc1cccc(F)c1)NCc1ccc(F)cc1 | i | i | -0.1 | i | -3.7 | -0.9 | i | -2.5 | -5.4 | i | i |
| O=[N+]([O-])c1ccccc1/C=N/n1c(COc2ccccc2)n[nH]c1=S | i | i | 5.6 | i | 8.9 | -12.0 | i | -20.1 | -1.5 | i | i |
| CCOCC(=O)Nc1ccc(-c2cn3cccnc3n2)cc1 | i | i | -199.2 | i | / | -9.8 | i | 8.9 | 1.8 | i | i |
| O=C(CCn1c(=O)sc2ccccc21)NCc1ccco1 | i | i | -2.6 | i | -3.8 | -8.8 | i | 3.7 | 23.2 | i | i |
| CCOc1ccc(/C=N/NS(=O)(=O)c2ccc(C)cc2)cc1OC | i | i | -3.8 | i | -0.7 | -13.1 | i | 1.9 | 15.0 | i | i |
| Cc1ccc(S(=O)(=O)N(C)C)cc1NC(=O)C1CCCCC1 | i | / | 0.5 | i | -0.8 | -6.8 | i | -4.8 | -6.4 | i | i |
